# M4 ag: agonists of human muscarinic M4 receptor (CHRM4) | activation, % at 3 µM | actives 0.14% (n = 360,000) | CHO-K1 hM4/Gqi5, Fluo-8 calcium fluorescence; vehicle 0%, full acetylcholine response 100% | P08173;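 active means activation above the run mean over all test wells plus 3 SD, cut at about 32% in these data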;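 further: peak over basal fluorescence ratio per well then scaled between controls; 0% = DMSO wells and 100% = acetylcholine at EC100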
# Target sequence (P08173 whole entry, looked up): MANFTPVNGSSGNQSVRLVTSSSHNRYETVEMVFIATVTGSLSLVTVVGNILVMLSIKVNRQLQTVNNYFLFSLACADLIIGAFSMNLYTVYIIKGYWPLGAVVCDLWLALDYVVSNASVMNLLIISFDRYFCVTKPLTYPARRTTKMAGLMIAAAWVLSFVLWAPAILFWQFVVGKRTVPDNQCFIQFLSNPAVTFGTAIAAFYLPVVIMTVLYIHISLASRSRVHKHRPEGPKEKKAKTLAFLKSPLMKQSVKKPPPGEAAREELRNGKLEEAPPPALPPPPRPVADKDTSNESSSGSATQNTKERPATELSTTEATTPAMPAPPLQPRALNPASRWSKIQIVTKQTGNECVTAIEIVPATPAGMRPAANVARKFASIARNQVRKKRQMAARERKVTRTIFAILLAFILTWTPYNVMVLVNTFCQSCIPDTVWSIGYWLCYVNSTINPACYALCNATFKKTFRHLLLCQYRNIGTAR
# M1 PAM: potentiates human M1 receptor response to acetylcholine. P11229. CHO-K1 hM1, Fluo-8 calcium fluorescence, ACh EC20; 0% = ACh EC20, 100% = maximal ACh. activation, % at 3 µM. actives 0.088% (n = 360,000); in the data active means activation above about 19%, passing the limit was not always enough
# Target sequence (P11229 whole entry, looked up): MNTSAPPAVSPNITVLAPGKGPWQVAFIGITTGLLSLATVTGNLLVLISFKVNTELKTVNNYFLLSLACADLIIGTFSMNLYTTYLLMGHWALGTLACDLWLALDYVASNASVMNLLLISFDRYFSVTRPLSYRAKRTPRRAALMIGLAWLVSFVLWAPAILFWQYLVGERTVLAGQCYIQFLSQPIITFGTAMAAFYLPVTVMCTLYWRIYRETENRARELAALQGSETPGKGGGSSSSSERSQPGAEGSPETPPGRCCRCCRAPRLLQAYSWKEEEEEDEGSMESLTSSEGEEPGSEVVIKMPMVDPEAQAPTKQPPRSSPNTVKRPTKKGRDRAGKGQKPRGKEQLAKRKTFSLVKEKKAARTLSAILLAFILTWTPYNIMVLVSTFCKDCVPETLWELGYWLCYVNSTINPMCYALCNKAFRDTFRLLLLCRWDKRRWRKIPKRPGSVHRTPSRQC
# M4 antag: blocks acetylcholine activation of human M4 receptor; P08173; CHO-hM4 cells, ACh EC80, Fluo-8 calcium fluorescence; inhibition, % at 3 µM; actives 0.73% (n = 360,000);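 active means inhibition above its plate's cutoff, the mean inhibition of sample wells plus 3 SD, cut at about 27% in these data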;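 further: 0% = acetylcholine EC80 with DMSO and 100% = DMSO without agonist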
# M5 PAM: CHRM5 positive allosteric modulation; P08912; CHO-K1 hM5, Fluo-8 calcium, ACh EC20 PAM; 0% = ACh EC20, 100% = ACh EC100; activation, % at 3 µM; actives 0.3% (n = 360,000); AID 624038;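 active means activation above the run cutoff, the mean activation of all test compounds plus 3 SD, cut at about 18% in these data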
#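 Probe or stimulus: acetylcholine, EC20 level; Assay system: human M5 receptor in CHO-K1 cells; Schedule: compound preincubation 140 s before EC20 acetylcholine addition; Technique: intracellular calcium via Fluo-8 fluorescence; Dosing: single-point, 3 µM nominal; Read-out basis: percent activation from peak-over-basal fluorescence ratio, scaled EC20-to-EC100 acetylcholine; Repeats: one well per compound, no replicates.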
# M1 antag: blocks human M1 muscarinic receptor; CHO-K1 hM1, Fluo-8 calcium fluorescence, ACh EC80 antagonist; AID 588852; P11229; inhibition, % at 3 µM; actives 1.3% (n = 360,000);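 active means percent inhibition above its own plate's cutoff, namely the mean of that plate's compound wells plus 3 SD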;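 further: peak over basal fluorescence ratio during 140 s after agonist addition; 0% = ACh EC80 plus DMSO and 100% = DMSO alone without agonist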
# CHRM5 antagonist: antagonists of human muscarinic M5 receptor (CHRM5). P08912. actives 0.59% (n = 360,000). AID 624040. CHO-hM5 cells, Fluo-8 calcium fluorescence, ACh EC80. inhibition, % at 3 µM;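 active means inhibition above a per-plate cutoff, the mean of that plate's test compounds plus 3 SD, cut at about 27% in these data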;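 further: 0% = acetylcholine EC80 with DMSO and 100% = DMSO without agonist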
# M1 ag: agonists of human M1 muscarinic receptor. P11229. AID 588814. CHO-K1 hM1, Fluo-8 calcium fluorescence, agonist mode; 0% DMSO, 100% acetylcholine EC100. actives 0.33% (n = 360,000). activation, % at 3 µM;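 active means activation above the run's mean compound activation plus 3 SD, cut at about 16% in these data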;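 further: peak over basal fluorescence ratio within a 140 s kinetic read after compound addition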
# M5 ag: CHRM5 agonism in calcium assay; P08912; activation, % at 3 µM; CHO-K1 hM5 cells, Fluo-8 calcium fluorescence; 0% DMSO wells, 100% maximal acetylcholine response; actives 0.19% (n = 360,000);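 active means activation above the run's mean over test compounds plus 3 SD, cut at about 23% in these data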;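 further: signal is peak over basal fluorescence ratio across the kinetic read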
# TAAR1 ag: human TAAR1 agonism; CHO RD-HGA16 TAAR1, Fluo-8 calcium fluorescence; vehicle wells 0%, saturating PEA agonist 100%; AID 624467; Q96RJ0; actives 0.99% (n = 360,000); activation, % at 3 µM;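 active means activation above the mean activation of all test compounds in the run plus 3 SD, cut at about 38% in these data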
#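 System: CHO-derived RD-HGA16 cells with stable Gα16 and human TAAR1 / Times: 17-24 h plating, Fluo-8 75 min 37 °C, 30 min RT / Technique: calcium-sensitive Fluo-8 signal, excitation 470-495, emission 515-575 nm / Measure: % activation relative to PEA EC100 response / Benchmarks: DMSO and PEA EC100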
# * marks the source's active call; other numbers are inactive results; x = not tested or not shown. Only part of the results is shown; count on the stated rates, not on these rows.
# The opening 2 entries (preview)
SMILES,M4 ag,M1 PAM,M4 antag,M5 PAM,M1 antag,CHRM5 antagonist,M1 ag,M5 ag,TAAR1 ag
Fc1ccc(CSc2nnc(-c3cc4c(s3)-c3ccccc3CC4)o2)cc1,0,-2,-9,0,-4,-3,-3,-2,1
CC(C)NC(=O)C1COc2ccccc2O1 (stereo unspecified),0,9,3,8,-6,-6,-8,-1,10

# The whole of this part, from the first entry:
SMILES,M4 ag,M1 PAM,M4 antag,M5 PAM,M1 antag,CHRM5 antagonist,M1 ag,M5 ag,TAAR1 ag
Fc1ccc(CSc2nnc(-c3cc4c(s3)-c3ccccc3CC4)o2)cc1,0,-2,-9,0,-4,-3,-3,-2,1
CC(C)NC(=O)C1COc2ccccc2O1 (stereo unspecified),0,9,3,8,-6,-6,-8,-1,10
CCN(CCO)C(=O)CC(c1ccccc1)c1cc(Br)ccc1O (stereo unspecified),2,-2,-8,-5,-28,4,-1,8,9
Cc1ccc(C(=O)c2c3ccc([N+](=O)[O-])cc3[n+]([O-])n2CCCC(N)=O)cc1,1,8,-3,2,-7,0,-7,3,1
O=C(NCc1cccs1)c1cccnc1Cl,1,3,-1,6,-14,-8,-6,4,-1
CCC1CCCCN1CCN1C(=O)C2C(C(=O)Nc3cccc(OC)c3)C3C=CC2(O3)C1C(=O)NC1CCCCC1 (stereo unspecified),0,-1,7,1,-4,5,-10,-3,2
Cc1cc(S(=O)(=O)Nc2ccccc2C)ccc1F,-1,8,4,-1,-8,5,-6,-12,13
CCN(CC)C(=O)CN(c1cccc([N+](=O)[O-])c1)S(=O)(=O)c1ccccc1,3,2,-6,15,-3,1,-6,-1,2
O=C(Nc1ccc(F)cc1)C1CCN(c2ncnc3c2nc2n3CCCCC2)CC1,9,-8,-17,-8,0,-1,-12,-7,0
Cn1c(N)c(S(=O)(=O)NCc2ccc(F)cc2)c(=O)n(C)c1=O,0,2,8,4,3,-9,-3,-4,3

# Entries of single compounds from above.
# `CCN(CCO)C(=O)CC(c1ccccc1)c1cc(Br)ccc1O` (stereo unspecified) as listed: M4 ag = 2; M1 PAM = -2; M4 antag = -8; M5 PAM = -5; M1 antag = -28; CHRM5 antagonist = 4; M1 ag = -1; M5 ag = 8; TAAR1 ag = 9
# `CCN(CC)C(=O)CN(c1cccc([N+](=O)[O-])c1)S(=O)(=O)c1ccccc1` as listed: M4 ag = 3; M1 PAM = 2; M4 antag = -6; M5 PAM = 15; M1 antag = -3; CHRM5 antagonist = 1; M1 ag = -6; M5 ag = -1; TAAR1 ag = 2

# New compounds follow.
SMILES,M4 ag,M1 PAM,M4 antag,M5 PAM,M1 antag,CHRM5 antagonist,M1 ag,M5 ag,TAAR1 ag
CC(=O)Nc1cccc(NC(=O)CCN2C(=O)c3ccccc3S2(=O)=O)c1,2,6,-12,12,-12,-2,4,-2,3
Cc1ccc(C(=O)Nc2ccccc2-c2ccccc2)cc1S(=O)(=O)Nc1ccccc1,2,-3,-8,9,1,-5,1,7,4
O=C(NCc1cccc2ccsc12)c1cccs1,2,3,-18,9,-4,-7,-6,-3,12
c1csc(-c2csc3nc(CN4CCOCC4)nc(NCc4ccc5c(c4)OCO5)c23)c1,2,-7,12,-13,16,11,-4,-5,4
NC(=O)C1CCN(C(=O)c2cc3ccccc3cc2O)CC1,0,-2,5,-1,3,6,-3,2,1
Cc1ccc(CNC(=O)c2ccc(NS(=O)(=O)c3cccs3)cc2)cc1,1,0,-15,-5,-6,8,-3,-2,0
COC(=O)C1CCCN1S(=O)(=O)c1ccc([N+](=O)[O-])cc1 (stereo unspecified),1,4,15,-1,-4,-1,-5,0,9
COCCCNC(=O)c1ccc2nc(Cc3ccc(OC)cc3)oc2c1,2,1,37*,-2,-2,9,-1,2,1
COc1cccc(/C=N/NC(=O)CNC(=O)c2ccncc2)c1O,2,14,-17,4,-2,-9,6,-4,3
CCc1nnc(NS(=O)(=O)c2ccc(NC(=O)c3ccccc3)cc2)s1,1,-8,14,2,11,2,-2,-2,0
COc1ccc(CNC(=O)C2CCN(S(=O)(=O)c3ccccc3)CC2)cc1,3,19,-1,4,-8,-7,9,-1,2
Cc1c(C(=O)OCc2nc3scc(-c4ccccc4)c3c(=O)[nH]2)cccc1[N+](=O)[O-],4,9,-3,2,-7,-3,-1,3,3
O=C(CN1CCCCCC1)Nc1ccccc1Oc1ccccc1,-2,-26,10,-10,41*,10,-9,-15,10
COc1ccc(NC(=O)c2cccc3c(-c4cccnc4)coc23)cc1,14,-9,-4,-8,7,11,-3,3,8
O=C(c1ccco1)c1cn(CC(=O)N2CCCc3ccccc32)c2ccccc12,10,8,7,-12,-2,9,-1,2,9
CC1CC(C)CN(CC(=O)N2CCOCC2)C1 (stereo unspecified),0,-1,5,1,4,-4,-2,0,2
Cc1ccc(/C=C2\SC(=S)N(c3cccnc3)C2=O)o1,1,9,-16,1,-17,5,0,3,5
COc1ccc(-c2noc(=O)[nH]2)cc1,1,-1,-5,-2,-6,-2,-2,-2,-2
Cc1ccnn1CC(=O)N/N=C/c1c[nH]c2ccccc12,1,7,2,-1,-5,5,-1,1,6
O=S(=O)(CCNCCc1ccccc1)NC1CCCCC1,1,1,0,-4,-9,0,-5,0,42*
CC(OC(=O)Cc1c(F)cccc1Cl)C(=O)NCCC1=CCCCC1 (stereo unspecified),0,8,-8,5,-10,-8,-10,-4,2
C=CCN(C(C(=O)OC)C(C)C)S(=O)(=O)CCNCc1ccccc1 (stereo unspecified),3,14,-7,4,-13,4,-4,1,1
COc1ccc(S(=O)(=O)N(C)C[C@H]2Oc3ccc(NC(=O)Cc4ccccc4)cc3C(=O)N([C@H](C)CO)C[C@@H]2C)cc1,1,4,11,-6,-10,14,-9,-12,7
Cc1cccnc1NC(=O)C(C)N1C(=O)c2ccccc2C1=O (stereo unspecified),9,3,-5,-8,-4,9,-1,2,0
O=S(=O)(/N=C(\Sc1ccccc1)c1ccccc1)c1ccc(Cl)cc1,0,3,-9,-6,-6,5,-3,1,5
O=C(CCNC(=O)c1ccc(Cl)cc1)NCCC1=CCCCC1,1,-7,-9,-8,15,0,-2,1,-1
Cc1ccc(S(=O)(=O)NCc2ccccc2)cc1C(=O)N1CCN(S(=O)(=O)c2ccccc2F)CC1,11,-11,-1,-5,14,4,-4,0,5
CN(C)C(C(=O)Nc1cc(Cl)cc(Cl)c1)c1ccccc1 (stereo unspecified),0,0,4,-2,2,3,-10,-3,16
COc1ccc(-n2c(C)cc(/C=C3\C(=O)NN(c4ccccc4)C3=O)c2C)cc1,2,-7,-3,-14,1,1,-10,-6,-3
COCCNC(=O)C(c1ccccc1C)N(C(=O)Cn1nnc2ccccc21)c1cccnc1 (stereo unspecified),1,2,8,-4,5,1,-3,1,1
COc1ccc(Br)cc1CN1CCN(C(=O)c2ccc(F)cc2)CC1,0,3,8,-1,5,7,-6,1,10
O=c1oc2ccccc2cc1-c1nnc(-c2cccc(Br)c2)o1,0,11,-6,-2,4,3,-1,2,-1
CCCOc1ccc(F)cc1-c1cc(C(=O)NCc2ccccc2OC)[nH]n1,2,7,-16,-7,-17,6,-2,-3,-2
COc1cccc(C(NC(C)=O)c2nc(-c3ccc(C)c(C)c3)cs2)c1 (stereo unspecified),2,4,-4,2,-2,-5,-1,0,5
O=C(CSc1nnc(Cc2cccs2)n1Cc1ccco1)Nc1cccc(Cl)c1,5,3,-6,-4,-3,2,-6,-3,10
O=C1CC2(CCCCC2)Oc2ccc(Cl)cc21,0,9,0,-5,-6,-5,3,3,7
COc1ccccc1-c1cc(C(=O)NCCCN2CCOCC2)no1,0,8,2,-2,-13,14,-10,-3,1
COc1ccc(C(C)=O)cc1CC(=O)Nc1ccccc1-c1ccccc1,1,5,-10,-1,-6,8,-1,-4,4
N#CCC(=O)Nc1ccc(C(=O)N2CCN(S(=O)(=O)c3ccc4ccccc4c3)CC2)cc1,1,10,-3,5,-11,-6,-6,-7,0
OCC(CBr)(CBr)CBr,0,15,-7,-1,-3,7,1,1,2
COc1ccc(C(C(=O)NCc2ccccc2)N(C(=O)c2snc(C(N)=O)c2N)c2ccccc2OC)cc1 (stereo unspecified),0,9,-16,-1,-11,-7,-8,-3,5
C[C@H](CO)N1C[C@H](C)[C@@H](CN(C)C(=O)Nc2cccc(F)c2)Oc2ncc(Br)cc2C1=O,1,10,-10,2,0,6,1,0,1
CNC[C@H]1OCc2ccccc2-c2ccccc2C(=O)N([C@@H](C)CO)C[C@H]1C,0,13,-22,1,-6,4,7,1,2
Cc1nn(C)c(Oc2ccccc2)c1CCNS(=O)(=O)c1ccc(Cl)cc1,7,-3,-14,-14,5,4,0,2,6
CCCCn1c(N)c(N(CCOC)C(=O)C2CCN(C(=O)c3ccc(Cl)cc3)CC2)c(=O)[nH]c1=O,1,17,0,3,2,12,4,4,4
COc1ccc(S(=O)(=O)N2CCC(C(=O)NCCC3=CCCCC3)CC2)cc1C,5,-3,-5,1,-10,-2,-8,0,5
Cc1ccc(C)c(S(=O)(=O)NCCOC(=O)Nc2sc(=S)n(C)c2C)c1,1,1,-10,-3,-16,1,-4,0,5
COc1ccc(OC)c(NC(=O)COC(=O)COc2c(Cl)cc(Cl)c3ccc(C)nc23)c1,1,0,7,-4,1,4,-4,0,0
Cc1ccc(S(=O)(=O)NC(=O)C2(C)CCN2C(=O)Cc2ccc(Cl)cc2Cl)cc1 (stereo unspecified),0,16,-1,3,-4,-6,9,0,2
CC1(C)CCC(=O)c2ccccc21,0,10,-6,10,-17,10,-1,-1,3
# (listing goes on)
SMILES,M4 ag,M1 PAM,M4 antag,M5 PAM,M1 antag,CHRM5 antagonist,M1 ag,M5 ag,TAAR1 ag
COCCNC(=S)N(CCc1c(C)[nH]c2ccc(C)cc12)Cc1cccnc1,2,9,1,-2,-6,6,-2,-4,-1
C[C@@H](C(=O)OCC(=O)c1ccccc1)N1C(=O)C2CCCCC2C1=O (stereo partly specified),1,4,5,8,-1,0,-5,0,0
Cc1ccccc1CNC(=O)c1csc([C@@H]2C[C@H](O)[C@@H](CO)O2)n1,1,15,-16,-3,-19,4,0,1,1
CC(=O)N/C(=C\c1ccc(Br)s1)C(=O)O,0,-5,10,-9,4,9,-3,-4,x
CC1CC(C)CN(C(=O)COC(=O)c2nccnc2N)C1 (stereo unspecified),1,3,-1,-1,1,3,-1,5,2
CCOc1ccc(NC(=O)COc2ccccc2C(=O)NCc2ccccc2)cc1,17,0,-7,-27,-1,-8,-2,-2,9
COCC(=O)N1C[C@H]2CON(C)[C@H]2C[C@H]1c1ccc(N2CCCCC2)cc1,1,-9,-1,4,20,-6,-2,3,5
NN1C(=O)c2cccc3c(C(=O)O)ccc(c23)C1=O,0,0,-9,-3,-10,-3,-4,1,2
CCc1nc2oc(C(=O)c3ccccc3)c(N)c2c2c1COC(C)(C)C2,1,2,5,1,-6,4,-3,-2,12
CN(C)CCCNC(=S)N(Cc1cccs1)Cc1cc2cc3c(cc2[nH]c1=O)OCCO3,1,-1,-3,4,-5,0,-16,-3,2
COc1cccc(S(=O)(=O)N2CCN(c3ccccc3F)CC2)c1,1,8,7,-8,-9,-2,-3,-3,-1
COc1ccc([C@H]2CC(=O)C[C@@H](CCn3ccnn3)O2)cc1,-1,x,-13,4,x,-12,x,2,4
